# TcdB inh: blocks C. difficile toxin B glycohydrolase activity. hit rate 0.24% among 350,000. P18177. inhibition, % at 9.99 µM. TcdB glycohydrolase enzymatic assay, plate reader; in the data active = inhibition above about 10%
# Target sequence (P18177 whole entry, looked up): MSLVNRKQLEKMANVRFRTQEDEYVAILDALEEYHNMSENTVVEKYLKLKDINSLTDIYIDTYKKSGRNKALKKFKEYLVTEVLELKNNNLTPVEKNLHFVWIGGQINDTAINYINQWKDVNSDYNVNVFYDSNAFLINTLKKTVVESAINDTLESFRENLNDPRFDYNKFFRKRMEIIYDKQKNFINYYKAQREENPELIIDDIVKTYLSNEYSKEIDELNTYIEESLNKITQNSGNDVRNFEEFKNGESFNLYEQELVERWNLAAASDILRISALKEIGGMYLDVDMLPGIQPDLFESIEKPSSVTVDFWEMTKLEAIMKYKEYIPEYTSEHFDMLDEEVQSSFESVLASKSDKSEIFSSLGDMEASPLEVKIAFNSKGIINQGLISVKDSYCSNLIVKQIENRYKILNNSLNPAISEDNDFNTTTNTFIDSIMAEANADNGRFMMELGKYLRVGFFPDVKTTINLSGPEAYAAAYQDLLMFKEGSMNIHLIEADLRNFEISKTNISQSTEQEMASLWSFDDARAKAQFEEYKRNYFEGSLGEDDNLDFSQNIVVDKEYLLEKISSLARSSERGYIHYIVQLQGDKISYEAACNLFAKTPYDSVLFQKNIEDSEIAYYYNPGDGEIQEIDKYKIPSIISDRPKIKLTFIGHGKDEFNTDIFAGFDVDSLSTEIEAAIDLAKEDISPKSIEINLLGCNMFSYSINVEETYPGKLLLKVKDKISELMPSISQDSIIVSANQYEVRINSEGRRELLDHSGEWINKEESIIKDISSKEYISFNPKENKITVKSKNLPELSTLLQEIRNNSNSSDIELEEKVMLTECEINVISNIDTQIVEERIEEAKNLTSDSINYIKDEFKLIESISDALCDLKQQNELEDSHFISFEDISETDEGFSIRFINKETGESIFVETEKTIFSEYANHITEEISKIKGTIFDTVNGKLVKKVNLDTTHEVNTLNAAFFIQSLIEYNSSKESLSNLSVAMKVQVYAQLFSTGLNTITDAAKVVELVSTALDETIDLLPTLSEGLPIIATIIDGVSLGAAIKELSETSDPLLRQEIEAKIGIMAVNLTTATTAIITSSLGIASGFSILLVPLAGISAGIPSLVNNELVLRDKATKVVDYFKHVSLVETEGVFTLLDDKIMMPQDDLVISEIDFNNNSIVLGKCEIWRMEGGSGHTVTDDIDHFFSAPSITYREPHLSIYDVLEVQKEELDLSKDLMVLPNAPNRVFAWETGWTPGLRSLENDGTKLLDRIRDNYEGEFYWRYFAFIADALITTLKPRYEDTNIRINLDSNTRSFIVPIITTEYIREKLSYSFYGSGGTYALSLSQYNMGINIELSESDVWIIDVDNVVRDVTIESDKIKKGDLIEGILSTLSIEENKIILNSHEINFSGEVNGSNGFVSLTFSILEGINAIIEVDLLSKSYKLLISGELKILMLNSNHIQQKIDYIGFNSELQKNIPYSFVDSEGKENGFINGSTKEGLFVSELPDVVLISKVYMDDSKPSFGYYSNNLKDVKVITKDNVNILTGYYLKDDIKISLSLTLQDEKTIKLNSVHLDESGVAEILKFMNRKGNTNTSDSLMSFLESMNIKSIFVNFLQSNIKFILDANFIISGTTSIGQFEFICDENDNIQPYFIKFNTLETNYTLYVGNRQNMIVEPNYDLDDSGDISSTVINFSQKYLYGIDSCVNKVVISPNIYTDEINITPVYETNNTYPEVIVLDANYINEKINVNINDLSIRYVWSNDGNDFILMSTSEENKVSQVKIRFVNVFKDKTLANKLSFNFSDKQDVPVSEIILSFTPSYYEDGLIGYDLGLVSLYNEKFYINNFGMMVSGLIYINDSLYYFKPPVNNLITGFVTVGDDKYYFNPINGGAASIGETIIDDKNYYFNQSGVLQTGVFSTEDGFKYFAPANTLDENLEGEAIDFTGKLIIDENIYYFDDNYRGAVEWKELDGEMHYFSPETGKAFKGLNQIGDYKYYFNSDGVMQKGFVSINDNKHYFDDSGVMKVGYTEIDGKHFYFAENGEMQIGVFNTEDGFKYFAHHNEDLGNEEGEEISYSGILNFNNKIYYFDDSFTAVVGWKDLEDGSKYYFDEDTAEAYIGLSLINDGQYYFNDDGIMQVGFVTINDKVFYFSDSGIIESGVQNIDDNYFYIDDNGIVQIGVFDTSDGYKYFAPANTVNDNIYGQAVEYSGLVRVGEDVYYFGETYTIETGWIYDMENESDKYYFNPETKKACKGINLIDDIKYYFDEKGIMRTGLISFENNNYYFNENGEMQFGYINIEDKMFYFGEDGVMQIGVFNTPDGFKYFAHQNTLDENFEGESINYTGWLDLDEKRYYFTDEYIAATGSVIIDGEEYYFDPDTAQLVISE
# Numbers without * were called inactive; & = joins results of further samples. An excerpt; count on the stated rates, not on these rows.
# A first look, 7 compounds:
canonical_smiles	TcdB inh
Cc1noc(C)c1NC(=O)Nc1cccc2c1O[C@H](CN(C)Cc1ccc(-c3ccccc3)cc1)[C@@H](C)CN([C@@H](C)CO)C2=O	0.5
COc1cccc(S(=O)(=O)N(C)C[C@H]2Oc3cc(C4=CCCC4)ccc3S(=O)(=O)N([C@H](C)CO)C[C@H]2C)c1	-0.1
O=C(C[C@H]1CC[C@H]2[C@@H](COC[C@@H](O)CN2C(=O)Nc2cccc(Cl)c2)O1)NCC1CCCCC1	-2.6
CN1c2ccc(C3=CCCCC3)cc2[C@H]2[C@H](CCN2C(=O)NC2CCCC2)[C@@H]1CO	-1.3
COc1cccc(S(=O)(=O)N2CCCCN3[C@H](CO)[C@@H](c4ccc(-c5cncnc5)cc4)[C@H]3C2)c1	0.2
C/C=C/c1ccc([C@@H]2[C@@H](CN(C)C(=O)CC)N(C(=O)C3CC3)[C@H]2CO)cc1	-0.2
C[C@H](CO)N1C[C@H](C)[C@H](CN(C)Cc2ccc(Oc3ccccc3)cc2)Oc2cc(-c3ccncc3)ccc2S1(=O)=O	17*

# The list itself, from the first entry:
canonical_smiles	TcdB inh
Cc1noc(C)c1NC(=O)Nc1cccc2c1O[C@H](CN(C)Cc1ccc(-c3ccccc3)cc1)[C@@H](C)CN([C@@H](C)CO)C2=O	0.5
COc1cccc(S(=O)(=O)N(C)C[C@H]2Oc3cc(C4=CCCC4)ccc3S(=O)(=O)N([C@H](C)CO)C[C@H]2C)c1	-0.1
O=C(C[C@H]1CC[C@H]2[C@@H](COC[C@@H](O)CN2C(=O)Nc2cccc(Cl)c2)O1)NCC1CCCCC1	-2.6
CN1c2ccc(C3=CCCCC3)cc2[C@H]2[C@H](CCN2C(=O)NC2CCCC2)[C@@H]1CO	-1.3
COc1cccc(S(=O)(=O)N2CCCCN3[C@H](CO)[C@@H](c4ccc(-c5cncnc5)cc4)[C@H]3C2)c1	0.2
C/C=C/c1ccc([C@@H]2[C@@H](CN(C)C(=O)CC)N(C(=O)C3CC3)[C@H]2CO)cc1	-0.2
C[C@H](CO)N1C[C@H](C)[C@H](CN(C)Cc2ccc(Oc3ccccc3)cc2)Oc2cc(-c3ccncc3)ccc2S1(=O)=O	17*
C[C@@H]1CN([C@H](C)CO)C(=O)Cc2cc(NS(=O)(=O)c3cn(C)cn3)ccc2O[C@H]1CN(C)C(=O)Nc1ccc(F)cc1	-4.1
C/C=C/c1ccccc1[C@H]1[C@@H](C#N)N(C(=O)c2cccnc2)[C@@H]1CO	0.0
Cc1ccc(S(=O)(=O)N(C)C[C@H]2OCCCC[C@@H](C)Oc3ccc(NC(=O)Nc4cccc5ccccc45)cc3C(=O)N([C@@H](C)CO)C[C@@H]2C)cc1	-1.4
COCC(=O)Nc1ccc2c(c1)[C@H]1C[C@H](CC(=O)NCCN3CCCCC3)O[C@@H](CO)[C@H]1O2	-3.0
COc1ccccc1-c1cn(CC[C@@H]2CC[C@H](NC(=O)C3CCCCC3)[C@@H](CO)O2)nn1	-0.3
Cc1ccccc1-c1cnc2c(c1)C(=O)N([C@H](C)CO)C[C@H](C)[C@@H](CN(C)C(=O)c1ccncc1)O2	2.2
COc1ccc(-c2ccc3c(c2)O[C@@H](CN(C)CC2CCOCC2)[C@H](C)CN([C@H](C)CO)S3(=O)=O)cc1	-1.0
C[C@@H]1CN([C@H](C)CO)C(=O)c2cccc(NS(=O)(=O)c3ccc(Cl)cc3)c2O[C@H]1CN(C)Cc1ccc(C(F)(F)F)cc1	0.8
Cc1noc(C)c1NC(=O)N(C)C[C@@H]1Oc2ccc(NS(=O)(=O)c3cccs3)cc2C(=O)N([C@H](C)CO)C[C@@H]1C	0.0
N#C[C@H]1[C@@H](c2ccc(C#CC3CCCCC3)cc2)[C@H](CO)N1C(=O)c1cccc(F)c1	-7.9
COc1cccc(C#Cc2ccc3c(c2)[C@@H]2[C@@H](CCN2S(=O)(=O)c2cccc(OC)c2)[C@@H](CO)N3)c1	1.3
O=C(Cc1ccncc1)NCC[C@@H]1CC[C@@H](NC(=O)Nc2cccc(F)c2)[C@H](CO)O1	-0.7
CCC(=O)N1CC[C@@H]2[C@H]1c1cc(-c3cccc(OC)c3)ccc1N(C)[C@@H]2CO	-0.3
C[C@@H]1CCCCO[C@@H](CN(C)C(=O)Nc2ccc(F)cc2)[C@@H](C)CN([C@H](C)CO)C(=O)c2cc(NC(=O)c3ccncc3)ccc2O1	0.0
COc1ccccc1-c1ccc([C@@H]2[C@H](CO)N3CCCCN(C(=O)c4ccncc4)C[C@@H]23)cc1	-1.1
C[C@@H]1CN([C@@H](C)CO)C(=O)Cc2cc(NC(=O)Nc3ccc(F)cc3)ccc2O[C@@H]1CN(C)Cc1ccncc1	-0.2
C[C@H](CO)N1C[C@H](C)[C@H](CN(C)Cc2ccc3c(c2)OCO3)Oc2ncc(-c3ccccc3)cc2C1=O	-0.9
COc1cccc(NC(=O)N(C)C[C@@H]2Oc3ncc(C4=CCCCC4)cc3C(=O)N([C@@H](C)CO)C[C@@H]2C)c1	0.3
O=C(C[C@@H]1CC[C@@H]2[C@H](COC[C@H](O)CN2S(=O)(=O)c2ccc(Cl)cc2)O1)N[C@H]1CCN(Cc2ccccc2)C1	0.7
CCC(=O)N(C)C[C@@H]1Oc2cc(C#Cc3ccccc3)ccc2S(=O)(=O)N([C@@H](C)CO)C[C@H]1C	-4.8
O=C(C[C@H]1C=C[C@@H](NC(=O)Nc2ccc3c(c2)OCO3)[C@H](CO)O1)NCc1ccc(F)cc1	0.9
COc1cccc(NC(=O)N[C@@H]2CC[C@H](CC(=O)N3CCCCC3)O[C@@H]2CO)c1	1.5
Cc1ccc(S(=O)(=O)Nc2ccc3c(c2)C(=O)N([C@@H](C)CO)C[C@@H](C)[C@H](CN(C)C(=O)NC2CCCCC2)OCCCC[C@@H](C)O3)cc1	0.0
CCCN(C)C[C@H]1Oc2ncc(-c3cccc(C(=O)N(C)C)c3)cc2C(=O)N([C@@H](C)CO)C[C@@H]1C	0.6
CC(=O)N(C)C[C@@H]1Oc2cc(-c3ccncc3)ccc2S(=O)(=O)N([C@H](C)CO)C[C@@H]1C	-0.6
O=C(C[C@@H]1CC[C@@H](NC(=O)Nc2cccc(F)c2)[C@H](CO)O1)NCC1CC1	0.3
C[C@@H]1CN([C@H](C)CO)S(=O)(=O)c2ccc(-c3cccnc3)cc2O[C@H]1CN(C)C(=O)NC1CCCCC1	1.2
CCN1[C@H](C(=O)Nc2ccccc2)[C@@H](CO)[C@@H]2Cn3c(ccc(-c4ccncc4)c3=O)[C@@H]21	-4.6
C[C@@H]1CN([C@H](C)CO)C(=O)c2cc(NS(=O)(=O)c3cccs3)ccc2O[C@@H]1CN(C)C	-0.4
COCC(=O)N(C)C[C@@H]1Oc2cc(Br)ccc2S(=O)(=O)N([C@@H](C)CO)C[C@@H]1C	-1.8
C[C@@H]1CN([C@H](C)CO)C(=O)Cc2cc(NC(=O)Cc3ccccc3)ccc2O[C@H]1CN(C)S(=O)(=O)c1ccc(Cl)cc1	-0.5
Cc1noc(C)c1NC(=O)N(C)C[C@H]1Oc2ccc(NC(=O)Nc3ccc(C(F)(F)F)cc3)cc2C(=O)N([C@@H](C)CO)C[C@@H]1C	0.3
C[C@@H]1CN([C@H](C)CO)C(=O)c2cc(NS(=O)(=O)c3ccccc3)ccc2O[C@@H]1CN(C)Cc1ccc(C(F)(F)F)cc1	-4.2
CCCNC(=O)Nc1ccc2c(c1)C(=O)N(C)C[C@@H](OC)[C@H](C)CN(S(C)(=O)=O)[C@H](C)CO2	-0.8
C/C=C/c1ccc([C@@H]2[C@H]3CN(C(=O)Nc4ccccc4F)CCCCN3[C@H]2CO)cc1	-0.2
COc1cccc(S(=O)(=O)N2CC[C@@H]3[C@H]2c2cc(C#Cc4cccnc4)ccc2N[C@@H]3CO)c1	-0.3
COc1ccc(S(=O)(=O)N[C@@H]2C=C[C@H](CC(=O)NCCc3ccncc3)O[C@@H]2CO)cc1	0.8
O=C(C[C@H]1CC[C@@H](NC(=O)CN2CCOCC2)[C@H](CO)O1)NC1CCCCC1	0.4
CC(C)C#Cc1cnc2c(c1)C(=O)N([C@H](C)CO)C[C@@H](C)[C@H](CN(C)Cc1ccccc1)O2	1.1
C[C@@H]1CN([C@H](C)CO)C(=O)c2cc(NC(=O)C3CCCCC3)ccc2O[C@@H](C)CCCCO[C@@H]1CN(C)C(=O)Nc1ccccc1	0.5
C[C@@H]1CN([C@@H](C)CO)S(=O)(=O)c2ccc(-c3cncnc3)cc2O[C@H]1CN(C)C(=O)CC1CC1	0.3
O=C(CN1CCOCC1)N1CC(=O)N2[C@H](CO)[C@H](c3ccc(/C=C/c4ccccc4)cc3)[C@@H]2C1	0.1
O=C(C1CCCCC1)N1CC2(C1)[C@@H](c1ccccc1)[C@@H](CO)N2Cc1ccccc1F	0.2
C[C@@H]1CN([C@H](C)CO)C(=O)c2cc(NC(=O)CCN3CCOCC3)ccc2O[C@@H]1CN(C)Cc1ccc(-c2ccccc2)cc1	0.2
C[C@H](CO)N1C[C@H](C)[C@H](CN(C)S(=O)(=O)c2ccc(Oc3ccccc3)nc2)OCc2cn(nn2)CCCC1=O	1.1
COc1ccc(S(=O)(=O)Nc2ccc3c(c2)C(=O)N([C@H](C)CO)C[C@@H](C)[C@H](CN(C)Cc2ccccc2)O3)cc1	0.1
COc1cccc(S(=O)(=O)N2C[C@@H]3N[C@H](C2)C3c2ccc(-c3cccc(C)c3)cc2)c1 (some centres not stated)	-0.2&0.5
Cc1ccc(S(=O)(=O)N[C@@H]2CC[C@@H](CCNC(=O)C3CCOCC3)O[C@@H]2CO)cc1	-15
O=S1(=O)N[C@H](Cc2ccccc2)COc2cccc(NCCO)c21	4.7
COc1cccc(NC(=O)N[C@H]2C=C[C@H](CC(=O)N3CCN(C)CC3)O[C@H]2CO)c1	-0.6
C[C@H]1CCCCO[C@H](CN(C)S(=O)(=O)c2ccccc2)[C@@H](C)CN([C@@H](C)CO)C(=O)c2cc(NC(=O)Nc3ccc(C(F)(F)F)cc3)ccc2O1	0.1
C[C@H](CO)N1C[C@H](C)[C@@H](CN(C)C)Oc2ccc(NC(=O)C3CC3)cc2C1=O	-0.1
C/C=C/c1ccc([C@@H]2[C@@H](CO)N3C(=O)CN(S(=O)(=O)c4cccc(F)c4)C[C@H]23)cc1	-0.7

# New compounds follow
canonical_smiles	TcdB inh
O=C(CN1CCOCC1)N1CC(=O)N2[C@H](C1)[C@H](c1ccc(C3=CCCCC3)cc1)[C@@H]2CO	0.1
Cc1ccc(S(=O)(=O)Nc2ccc3c(c2)C(=O)N([C@@H](C)CO)C[C@@H](C)[C@H](CN(C)Cc2ccncc2)OCCCC[C@@H](C)O3)cc1	-0.6
C[C@@H]1CN([C@H](C)CO)C(=O)c2cc(NC(=O)C3CC3)ccc2O[C@H]1CN(C)C(=O)Nc1ccc2c(c1)OCO2	0.5
CNC[C@H]1Oc2ccc(NC(=O)Nc3ccc(OC)cc3)cc2C(=O)N([C@H](C)CO)C[C@H]1C	1.6
CO[C@@H]1CN(C)C(=O)c2cc(NC(=O)Nc3ccccc3Cl)ccc2OC[C@@H](C)N(C)C[C@H]1C	-0.5
C[C@H]1CN([C@@H](C)CO)S(=O)(=O)c2ccc(-c3cncnc3)cc2O[C@H]1CN(C)C	0.0
C[C@H](CO)N1C[C@H](C)[C@@H](CN(C)C(=O)C2CCCCC2)OCCCC[C@H](C)Oc2ccc(NS(=O)(=O)c3ccccc3)cc2C1=O	0.2
COc1cccc(-c2ccc([C@H]3[C@@H](CO)N4C(=O)CN(C(=O)C5CC5)C[C@@H]34)cc2)c1	0.8
C[C@H](CO)N1C[C@H](C)[C@@H](CN(C)S(=O)(=O)c2cccs2)Oc2ccc(NC(=O)C3CCCCC3)cc2CC1=O	-0.1
C[C@@H]1CN([C@@H](C)CO)C(=O)c2ccccc2-c2ccccc2CO[C@H]1CN(C)S(=O)(=O)c1ccc(Cl)cc1	1.9
CC(=O)N(C)C[C@H]1Oc2cc(-c3cccc(F)c3)ccc2S(=O)(=O)N([C@H](C)CO)C[C@H]1C	-0.7
COc1ccc(NC(=O)N(C)C[C@H]2Oc3c(NC(=O)c4ccncc4)cccc3C(=O)N([C@@H](C)CO)C[C@@H]2C)cc1	-0.6
CN1C(=O)c2cc(NS(C)(=O)=O)ccc2OC[C@H]2O[C@@H](CC(=O)NC3CCCCC3)CC[C@H]21	-0.3
C[C@@H]1CN([C@@H](C)CO)C(=O)c2cccc(NS(=O)(=O)c3cn(C)cn3)c2O[C@@H]1CN(C)Cc1ccncc1	0.2
CN(C)C(=O)c1cccc(-c2ccc([C@@H]3[C@H]4CN(C(=O)C5CCCCC5)CC(=O)N4[C@H]3CO)cc2)c1	-7.1
O=S(=O)(c1ccccc1)N1CCCCN2[C@H](CO)[C@H](c3ccc(-c4cncnc4)cc3)[C@@H]2C1	-0.3
C[C@@H]1CN([C@H](C)CO)C(=O)Cc2cc(NC(=O)CCC(F)(F)F)ccc2O[C@H]1CN(C)CC1CC1	-1.3
C[C@H]1CN([C@@H](C)CO)C(=O)Cc2cc(NC(=O)Nc3ccc(F)cc3)ccc2O[C@H]1CN(C)CC1CC1	1.9
COc1ccc(-c2cccc(-c3nc(C(=O)NCC(F)(F)F)cc4c3[C@H](CCO)N([S@@](=O)C(C)(C)C)C4)c2)cc1	0.1
Cn1cnc(S(=O)(=O)N[C@@H]2C=C[C@H](CC(=O)NCC3CCCCC3)O[C@H]2CO)c1	0.8
CS(=O)(=O)Nc1ccc2c(c1)[C@@H]1C[C@H](CC(=O)NCc3ccccn3)O[C@H](CO)[C@@H]1O2	-0.8
C[C@@H]1CN([C@@H](C)CO)C(=O)c2cc(NS(=O)(=O)c3ccc(Cl)cc3)ccc2O[C@@H](C)CCCCO[C@H]1CN(C)C(=O)CCC(F)(F)F	0.1

# Source: PubChem
